Lipid storage S3: qHTS Assay for Lipid Storage Modulators in Drosophila S3 Cells | Drosophila S3 cells, BODIPY lipid droplet fluorescence, 18-24 h; cells fed with added oleic acid | Potency in µM for hits, for the others lipid storage change, negative = inhibition, % at the top dose, mostly 46.1 µM | 320,000 compounds, 0.64% hits | AID 2685; active = well fitted inhibition curve with a large enough effect in the signal ratio, with a control signal flat, not every such curve was filed as active; inconclusive = small, poorly fitted or top-dose-only effect, or effect the other way, or a change in a side signal; the % refers to the signal ratio
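Laser-scanning cytometry quantifies lipid droplet accumulation (500–530 nm total intensity; droplet/cell object ratio) in oleic acid-fed (400 uM added) Drosophila S3 cells treated with a concentration series. 20 uM Triacsin C defined 100% inhibition.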
Lipid storage S3 cell count max: further read-out of Lipid storage S3, marked with its call; cell number change, %; measured here: cell count max response;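 cells counted by Cell Tracker Red CMTPX staining in the red channel; peak over a dose series mostly up to 46.1 µM; percent activity relative to internal control wells on each plate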
The depositor's hits bear a star; i = inactive; ? = inconclusive; nt = no result given; [ ] = remark or other dose. % is set by controls: 0 for no effect and ±100 for the full control effect; potency is the fitted concentration of half-maximal effect. The list is partial; rates above refer to the full screens.

SMILES	Lipid storage S3	Lipid storage S3 cell count max
Clc1ccccc1N1CCN(c2ncnc3nc[nH]c23)CC1	?	nt
CCCCn1c(SCC(=O)N2CCOCC2)nnc1-c1cccs1	-6.8%	-17.0
CC1(C)CN(c2cccc(-c3ccnc4ncnn34)c2)C1=O	?	nt
COCCCn1c(=O)/c(=C\c2ccccc2OC(F)F)s/c1=C(/C#N)C(=O)N1CCOCC1	?	nt
CCN(CC)C(=O)CNc1ccc(C(F)(F)F)cc1[N+](=O)[O-]	2.1%	nt
O=C(c1cccs1)C1CCCN(Cc2nc(Cc3ccccc3F)no2)C1 (stereo not given)	6.5%	5.7
COc1ccc(NC(=O)c2ccc(COc3ccccc3Br)o2)cc1OC	-17.3%	-5.6
C=CCn1c(SCc2nc3ccccc3c(=O)[nH]2)nnc1-c1cc2cc(Cl)ccc2o1	?	nt
NC(=O)c1sc2nc3c(cc2c1N)CCC3	-5.6%	14.1
O=C(NCC1(N2CCOCC2)CCCCC1)c1ccc(S(=O)(=O)Nc2ccccc2F)cc1	?	nt
CCN(CC)CCN(Cc1cc2ccc(C)cc2[nH]c1=O)C(=O)Nc1ccc(Cl)cc1	0.2%	18.7
CC(=O)Nc1ccc(N(C(=O)CNC(=O)c2ccco2)C(C(=O)NC2CCCC2)c2ccco2)cc1 (stereo not given)	?	nt
Cc1ccc(CC(=O)NCCC(=O)O)cc1	-12.4%	nt
COc1ccccc1CNCC(=O)N1CC(=O)Nc2ccccc21	?	nt
Cc1onc(-c2ccccc2)c1C(=O)OCC(=O)N(C)c1c(N)n(Cc2ccccc2)c(=O)[nH]c1=O	?	nt
O=C(CNC(=O)c1ccccc1)NCC1COc2ccccc2O1 (stereo not given)	?	nt
CC(=O)Nc1sc(N/N=C\c2ccccc2)nc1-c1cccs1	?	nt
COc1cc2c(cc1OC)CN(C(=O)CN1C(=O)c3ccc([N+](=O)[O-])cc3C1=O)CC2	i	-18.2
CCCn1c(O)c(/C=C2\C=NN=C2c2ccccc2)sc1=S	?	nt
CCc1nc2ccccc2n(CC)c1=O	7.1%	6.5
CCC(=O)Nc1ccc(C(=O)OCc2ccc(Cl)c(Cl)c2)cc1	?	nt
N#CC1=C(N)c2ccccc2CC12CCCCC2	?	nt
NC(=O)c1ccc2c(=O)n3c(-c4cc(Cl)c(N)c(Cl)c4)csc3nc2c1	?	nt
CC(C)(C)NCC(O)Cn1cc(C=O)c2ccccc21 (stereo not given)	?	nt
COc1ccc(C(O)c2coc3ccc(O)c(CN(C)C)c23)cc1 (stereo not given)	-2.7%	1.1
Cc1ccc(OCCNC(=O)c2cc(-n3cnnc3)ccc2Cl)cc1C	-3.9%	-9.9
CC(=O)c1cccc(Nc2c([N+](=O)[O-])c(=O)oc3ccccc23)c1	4.5%	10.2
O=C(CCc1ccccc1)N=C1SC2CS(=O)(=O)CC2N1Cc1ccc(F)cc1 (stereo not given)	?	nt
CCN(CC)S(=O)(=O)c1ccc(C(=O)NN(C)C2=NS(=O)(=O)c3ccccc32)cc1	-24.0%	-4.0
Cc1cc(Cl)ccc1OCCCC(=O)NN	?	nt

Quoted from the listing.
Value of COc1ccc(C(O)c2coc3ccc(O)c(CN(C)C)c23)cc1 (stereo not given) under Lipid storage S3 cell count max: 1.1
Value of O=C(c1cccs1)C1CCCN(Cc2nc(Cc3ccccc3F)no2)C1 (stereo not given) under Lipid storage S3 cell count max: 5.7

Ordered by the number under Lipid storage S3 cell count max (rising): some entries from above.
SMILES	Lipid storage S3	Lipid storage S3 cell count max
CCN(CC)S(=O)(=O)c1ccc(C(=O)NN(C)C2=NS(=O)(=O)c3ccccc32)cc1	-24.0%	-4.0
COc1ccc(C(O)c2coc3ccc(O)c(CN(C)C)c23)cc1 (stereo not given)	-2.7%	1.1
CCc1nc2ccccc2n(CC)c1=O	7.1%	6.5
NC(=O)c1sc2nc3c(cc2c1N)CCC3	-5.6%	14.1

(more compounds)
SMILES	Lipid storage S3	Lipid storage S3 cell count max
CCOc1cc(NC(=S)Nc2ccccc2)c(OCC)cc1NC(=O)c1ccc(OC)cc1	?	nt
O=C(NCC(c1ccco1)N1CCCCC1)c1ccc(COc2ccccc2)cc1 (stereo not given)	?	nt
CCNC(=S)N1CCN(c2nc(CC)nc3sc4c(c23)CCCC4)CC1	i	-20.9
CCOCCCn1c(=S)[nH]c2cc(C(=O)NCCc3ccccc3)ccc2c1=O	i	nt
Cc1cccn2c(=O)c3cc(C#N)c(=NC(=O)c4cccs4)n(CCCOC(C)C)c3nc12	-15.3%	-9.3
O=C(CNS(=O)(=O)c1ccc(C(=O)N2CCCCC2)cc1)N1CCCCC1	i	10.8
CCOC(=O)N1CCN(C(=O)c2ccccc2SCC(=O)NCC2CCCCC2)CC1	i	nt
CCOC(=O)C(C)Oc1ccsc1C(=O)OC (stereo not given)	28.6%	nt
Cn1nc(C(F)(F)F)c2cc(NC(=O)OCc3ccc(C(C)(C)C)cc3)sc21	6.1%	10.7
CCN(CC)S(=O)(=O)c1ccc2nnn(OCC(=O)Nc3cccc(C#N)c3)c2c1	i	8.0
CCCCCN1C2=NCCN2c2ccccc21	?	nt
Cc1cccnc1NC(=O)c1ccc2nc(N)sc2c1	?	nt
CCN1CCCC1Cn1cnc2c([nH]c3cc(OC)ccc32)c1=O (stereo not given)	i	nt
CC1CN=C(c2cccn2Cc2ccc(F)cc2Cl)O1 (stereo not given)	-15.1%	-14.1
COc1ccc(Cl)cc1S(=O)(=O)N1CCCc2ccccc21	?	nt
CCOC(=O)CN(C(=O)CSc1nnc(COc2ccc(OC)cc2)n1C)c1ccccc1	18.6%	8.2
COc1ccc(Cc2nc3ccc(C(=O)N(C)CCO)cc3o2)cc1	?	nt
CCC(=O)N(CCc1ccccc1)Cc1cc2ccc(OC)cc2[nH]c1=O	10.7%	-1.2
Cc1cccc(N/C(N)=N/c2nc(C(F)(F)F)cc(=O)[nH]2)c1C	8.4%	11.7
CCC1CCCCN1C(=S)NC(=O)c1cc(Br)ccc1Cl (stereo not given)	?	nt
Cc1csc2nc(=O)c3ccccc3n12	?	nt
O=C(c1cc(-c2ccccc2)nc2ccccc12)N1CCCC1	?	nt
COc1ccc(C(CC(=O)Nc2cc(OC)cc(OC)c2)n2cccc2)cc1 (stereo not given)	?	nt
O=C(C1CCN(S(=O)(=O)c2ccc(-n3cnnn3)cc2)CC1)N1CCN(c2ccccc2)CC1	?	nt
Cc1cc(C)n(-c2cccc(CN(C)Cc3nc(-c4cnccn4)no3)c2)n1	?	nt
Cc1cccc(C(=O)NC(C)C(=O)NC(c2nc3ccccc3[nH]2)C(C)C)c1 (stereo not given)	-15.0%	-3.8
O=C(CN1CCOCC1)NNC(=S)Nc1ccccc1	-25.1%	nt
CCc1cc(=O)oc2cc(OCC(=O)N3CCc4ccccc43)ccc12	12.5%	-7.1
CCOc1ccc(OCC)c(NC(=O)CNS(=O)(=O)c2cccs2)c1	-1.7%	-14.9
CC1(C)CC(C)(c2ccc(O)cc2O)N(c2ccc3ccccc3c2)C(=S)N1 (stereo not given)	-4.6%	-17.1
CC1CCN(S(=O)(=O)c2ccc(S(=O)(=O)NCc3ccccc3)cc2)CC1	?	nt
CCC1Sc2ccc(S(=O)(=O)CCC(=O)Nc3ccc(C(=O)OC)cc3)cc2NC1=O (stereo not given)	i	8.6
C=CCOC(=O)C1=C(C)N=C2SCCC(=O)N2C1/C=C/c1ccccc1 (stereo not given)	21.8%[9.22 µM]	-1.3
Cc1ccc(C(=O)n2c3ccccc3c3ccccc32)cc1	?	nt
O=C(NCC(c1ccco1)N1CCc2ccccc2C1)C(=O)Nc1ccccc1F (stereo not given)	?	nt
CCCCCCCOC(=O)c1ccc(OC(=O)c2cccnc2)cc1	?	nt
Cc1c(Cl)cccc1NC(=O)NCc1cccnc1	-8.9%	-21.8
CCCOc1ccc(CSc2n[nH]c(C)n2)cc1	?	nt
CCc1ccc(-c2csc(-c3c[nH]c4ccccc34)n2)cc1	?	nt
COC(=O)[C@@]1(Cc2ccc(F)cc2)[C@H]2c3cc(C(=O)N(C)C)n(Cc4c(CO)[nH]cc(C)c4=O)c3C[C@H]2CN1C(=O)c1ccccc1	0.8%	5.0
COc1ccc(/C=C/c2nc(-c3ccccc3O)n(-c3ccccc3)n2)cc1	10.8%	6.7
CC(=O)N1CCN(c2ccc(NC(=O)c3ccccc3)cc2)CC1	?	nt
Cc1cc(Oc2ccc(=O)n(C)n2)nc(SCc2ccccc2)n1	?	nt
CCC(=O)Nc1ccc(C(=O)NNC(=O)c2ccccc2)cc1	9.4%	-0.2
Cc1cc(NC(=O)c2ccccc2)n(-c2nc3ccccc3[nH]2)n1	?	nt
CCOC(=O)C1CCN(C(=O)CSCCSCC(=O)N2CCC(C(=O)OCC)CC2)CC1	?	nt
Cc1ccc(S(=O)(=O)Nc2cccc(-c3cn4ccsc4n3)c2)cc1	-5.3%	-14.3
CCOc1ccc(S(=O)(=O)N(C)C2CCCCC2)cc1	?	nt
Nc1nonc1C(=O)NCCNS(=O)(=O)c1ccc(Br)cc1	i	nt
CC(=O)c1ccc(N2CCN(S(=O)(=O)c3cc(-c4cc(C)no4)ccc3C(C)C)CC2)cc1	?	nt
(cont.)
SMILES	Lipid storage S3	Lipid storage S3 cell count max
Cc1cccc(Cc2nnc(CCC(=O)N(C)C3CCOC3)o2)c1 (stereo not given)	7.2%	16.2
COc1ccccc1NC(=S)N1CCN(C(=O)C2CCCO2)CC1 (stereo not given)	-0.1%	2.8
COc1ccc(C2=NN(CCC(=O)NCc3ccc4c(c3)OCO4)C(=O)CC2)cc1	?	nt
CC(C)CCNC(=O)CN(Cc1ccc2c(c1)OCO2)C(=O)CCC(=O)Nc1ccccn1	11.2%	2.9
COc1cccc(CN(C)C(=O)C23CC4CC(CC(C4)C2)C3)c1	?	nt
NNC(=O)CNc1cccc(Br)c1	?	nt
Cc1ccccc1NC(=O)Cn1c(=O)n(C)c2ccccc21	?	nt
Cc1cc(C)n(C(C)CNS(=O)(=O)c2ccc(Cl)cc2)n1 (stereo not given)	25.5%	6.3
Cc1ccc(-c2nc(=S)c3c(n2CCN2CCOCC2)CC(C)(C)OC3)cc1	24.3%	2.5
Fc1cccc(C2CC(c3cccc(Br)c3)Nc3nnnn32)c1 (stereo not given)	?	nt
CCOC(=O)c1ccc(NC(=O)CNC(=O)c2ccccc2)cc1	8.1%	-1.4
COc1ccc(C2C(C#N)=C(N)N(Nc3ccccc3)C3=C2C(=O)CC(C)(C)C3)cc1C (stereo not given)	-7.8%	-17.8
C=C1CCN([C@H](C(=O)NCc2ccc(OC)cc2)C(C)C)S(=O)(=O)c2ccccc21	?	nt
COc1ccc(C2CC(=O)C(C=NCC(C)C)=C(O)C2)cc1 (stereo not given)	?	nt
Cc1ccc(C(=O)Nc2ccc(C(=O)N3CCCCC3C)cc2)cc1 (stereo not given)	i	nt
Cc1ccc(S(=O)(=O)N2CCC(c3nnc(SCCN4CCCC4)n3C)CC2)cc1	?	nt
Cc1ccc(CNS(=O)(=O)c2ccc([N+](=O)[O-])cc2)cc1	?	nt
CC(Oc1ccc(F)cc1)C(=O)Nc1ccc(N2CCOCC2)cc1N1CCOCC1 (stereo not given)	?	nt
CCNC(=S)NNc1nc(N2CCCCC2)nc(N2CCOCC2)n1	2.8%	11.3
CC(NC(=O)Nc1ccccc1F)C(C)(C)C (stereo not given)	-15.2%	-23.3

Retrieved by structure from above (five):
SMILES	Lipid storage S3	Lipid storage S3 cell count max
COc1ccc(C2C(C#N)=C(N)N(Nc3ccccc3)C3=C2C(=O)CC(C)(C)C3)cc1C (stereo not given)	-7.8%	-17.8
CC(Oc1ccc(F)cc1)C(=O)Nc1ccc(N2CCOCC2)cc1N1CCOCC1 (stereo not given)	?	nt
CCNC(=S)NNc1nc(N2CCCCC2)nc(N2CCOCC2)n1	2.8%	11.3
CC(NC(=O)Nc1ccccc1F)C(C)(C)C (stereo not given)	-15.2%	-23.3
C=C1CCN([C@H](C(=O)NCc2ccc(OC)cc2)C(C)C)S(=O)(=O)c2ccccc21	?	nt

(cont.)
SMILES	Lipid storage S3	Lipid storage S3 cell count max
OCC1CCCN(C2CCN(Cc3nc(Cc4cccc(C(F)(F)F)c4)no3)CC2)C1 (stereo not given)	1.9%	24.8
COCCN(C(=O)c1ccc(N2CCCC2=O)cc1)c1c(N)n(CC(C)C)c(=O)[nH]c1=O	?	nt
COc1ccc(NC(=O)NCc2ccc3c(c2)OCO3)cc1OC	i	4.5
CO[C@H]1C=CO[C@@]2(C)Oc3c(C)c(O)c4c(O)c(c5c(c4c3C2=O)NC2(CCN(CC(C)C)CC2)N=5)=NC(=O)C(C)=CC=C[C@H](C)[C@H](O)[C@@H](C)[C@@H](O)[C@@H](C)[C@H](OC(C)=O)[C@@H]1C	?	nt
CCOc1ccc(Cc2onc3c2C(=O)CC(C)(C)C3)cc1OCC	10.5%	3.3
Cc1nc(N2CCC(C)CC2)c2c(C)c(C(=O)Nc3ccc(C)c(F)c3)sc2n1	5.7%	4.5
CCCc1cc(=O)[nH]c(SCc2ccc(C#N)cc2)n1	-13.4%	6.0
Cn1c(NC(=O)Cc2ccc(F)cc2)cc(=O)n(C)c1=O	?	nt
COc1ccc(-c2cc(C(=O)NCCCn3ccnc3)no2)cc1	2.6%	23.1
COCCn1c(SCC(=O)N2CCCc3ccccc32)nnc1-c1ccco1	?	nt
CCS(=O)(=O)Nc1cc(C(=O)O)ccc1C	?	nt
O=C(Nc1ccc(F)cc1F)c1ccccc1-c1ccccc1	14.7%	-1.0
CCN(CC(=O)NCc1ccc(Cl)cc1)C(=O)c1cc(S(=O)(=O)NCc2ccccc2)ccc1C	?	nt

Source: PubChem BioAssay (National Center for Advancing Translational Sciences (NCATS))
